High-throughput results as filed in PubChem.
ELG1 genotox: qHTS screen for small molecules that induce genotoxicity in human embryonic kidney (HEK293T) cells expressing luciferase-tagged ELG1; actives 1.3% (n = 330,000); HEK293T ELG1-luciferase reporter, luminescence, 16 h; Potency, µM (doses to about 46 µM), for inactives: at the highest dose activity change, positive = activation, hits mostly activators; note: % of control where 0% means no effect; nearly all actives have a fitted effect of over 60% in size
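Cells (2,000/well) expressing the ELG1-luciferase fusion are dosed by pin tool and kept 16 hr at 37 °C, 5% CO2. Signal comes from ONE-Glo luciferase reagent after 30 min at room temperature.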
p53 reactivator: qHTS assay for re-activators of p53 using a Luc reporter. H1299 p53-A138V BP100-luciferase reporter, luminescence, 24 h. Potency, µM (series often up to 92.2 µM), for the others: at the top dose activity change, positive = activation, actives largely listed as activators. actives 0.063% (n = 320,000). AID 504706, 2011; note: % of control where 0% means no effect; nearly all actives have a fitted effect of over 45% in size
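H1299 (p53-null), stable ts p53-A138V + BP100-Luc; 1000 cells/well, Opti-MEM/10% FBS; cpd 4 pt, 1:5; 24 h, 37 deg C, 5% CO2; detection reagent 10 min RT; luminescence.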
FLuc counter: qHTS profiling assay for firefly luciferase inhibitor/activator using purifed enzyme and Km concentrations of substrates (counterscreen for miR-21 project). Luciferin 4-monooxygenase (Photinus pyralis), P08659. purified FLuc, Km substrates, luminescence inhibition. Potency, µM (doses to about 57.5 µM), inactives show at the highest dose activity change, negative = inhibition, most hits filed as inhibitors. actives 6.9% (n = 360,000). AID 588342, 2011;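 note: plate controls were vehicle for no effect and reference inhibitor for full effect; nearly all actives have a fitted effect of over 55% in size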
Target sequence (P08659 whole entry, looked up): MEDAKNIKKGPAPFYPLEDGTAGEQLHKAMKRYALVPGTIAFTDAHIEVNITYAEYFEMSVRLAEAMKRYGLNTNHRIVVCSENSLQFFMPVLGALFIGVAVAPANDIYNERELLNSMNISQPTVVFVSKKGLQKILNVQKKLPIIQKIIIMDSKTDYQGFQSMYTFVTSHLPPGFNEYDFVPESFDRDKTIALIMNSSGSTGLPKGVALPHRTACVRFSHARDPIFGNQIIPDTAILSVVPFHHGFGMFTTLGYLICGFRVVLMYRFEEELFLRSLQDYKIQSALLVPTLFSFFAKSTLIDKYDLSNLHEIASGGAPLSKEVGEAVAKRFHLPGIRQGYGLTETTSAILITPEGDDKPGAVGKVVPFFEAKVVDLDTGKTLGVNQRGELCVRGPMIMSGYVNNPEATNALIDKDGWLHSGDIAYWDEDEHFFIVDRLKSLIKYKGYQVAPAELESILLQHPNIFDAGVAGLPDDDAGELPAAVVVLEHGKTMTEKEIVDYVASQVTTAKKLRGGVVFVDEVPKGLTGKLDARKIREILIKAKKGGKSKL
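Purified P. pyralis luciferase, 10 nM final, with Km-level 10 uM D-luciferin and 10 uM ATP in 50 mM Tris acetate pH 7.5, 10 mM Mg acetate, 0.01% Tween-20, 0.05% BSA; 6-point qHTS titration about 60 µM downward; luminescence read.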
Gal4-VP16 FLuc: VP16 counterscreen qHTS for inhibitors of ROR gamma transcriptional activity; Drosophila S2 Gal4-VP16 UAS-luciferase, luminescence, 20 h; Potency, µM (highest dose often 53.6 µM), without a hit: top-dose activity, negative = inhibition, actives largely listed as inhibitors; actives 3.5% (n = 310,000); AID 2546, 2010;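 note: Gal4-VP16 expression switched on by copper sulfate through the metallothionein promoter; % is set by controls: 0 for no effect and ±100 for the full control effect; nearly all actives have a fitted effect of over 50% in size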
Rab9 prom act: qHTS Assay for Rab9 Promoter Activators; Huh7 Rab9 promoter-luciferase reporter, luminescence, 24 h; Potency, µM (top dose mostly 9.22 µM), without a hit: at the highest dose activation, negative = inhibition, actives largely listed as activators; actives 2.8% (n = 320,000); note: % of control where 0% means no effect; nearly all actives have a fitted effect of over 60% in size
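Luminescence read-out: Huh7 cells stably expressing Rab9-luciferase, treated 24 h with compound at 37 °C, then lysed with luciferase reagent for 10 min at ambient before reading.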
NPC1 prom act: qHTS Assay for NPC1 Promoter Activators. Potency, µM (titrated, usually from 9.22 µM), for inactives: at the highest dose activation, actives largely listed as activators. actives 2.4% (n = 320,000). AID 485313, 2010. Huh7 NPC1 promoter luciferase reporter, 24 h;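 note: % of control where 0% means no effect; nearly all actives have a fitted effect of over 60% in size; reporter is driven by a mutant NPC1 promoter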
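NPC1 promoter–luciferase Huh7 cells; 24 h compound; luminescence.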
BRCA1 expr up: qHTS Assay to Identify Small Molecule Activators of BRCA1 Expression; MCF7-BRCA1-FFLuc reporter, luminescence, 48 h; response scale: scaled: vehicle 0%, 10 µM genistein 100%; Potency, µM (highest dose often 46.1 µM), without a hit: top-dose activation, usual class: activators; actives 1.1% (n = 380,000); AID 624202, 2012; note: nearly all actives have a fitted effect of over 80% in size; some results filed as inactive show a strong effect at the top dose
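Using MCF7 cells harboring a BRCA1 firefly luciferase reporter, plated 2 h before compound pinning, the screen measured luminescence after 48 h incubation. Responses were normalized to DMSO and 10 microM genistein, then fitted for concentration-effect.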
MBNL1 CUG block: qHTS Assay for Inhibitors of MBNL1-poly(CUG) RNA binding. AID 2675, 2010. Muscleblind-like protein 1 (Homo sapiens), Q9NR56. Potency, µM (doses to about 57.5 µM), for the others: top-dose activity change, negative = inhibition, most hits filed as inhibitors. TR-FRET MBNL1-His/biotin-(CUG)12 binding, 665/545 ratio. actives 0.036% (n = 280,000); active = well fitted inhibition curve with a large enough effect in the signal ratio, with a control signal flat, not every such curve was filed as active; inconclusive = small, poorly fitted or top-dose-only effect, or effect the other way, or a change in a side signal; inactive = no such curve, though single readings can be large or run the other way; the % refers to the signal ratio; note: % is set by controls: 0 for no effect and ±100 for the full control effect
Target sequence (Q9NR56 whole entry, looked up): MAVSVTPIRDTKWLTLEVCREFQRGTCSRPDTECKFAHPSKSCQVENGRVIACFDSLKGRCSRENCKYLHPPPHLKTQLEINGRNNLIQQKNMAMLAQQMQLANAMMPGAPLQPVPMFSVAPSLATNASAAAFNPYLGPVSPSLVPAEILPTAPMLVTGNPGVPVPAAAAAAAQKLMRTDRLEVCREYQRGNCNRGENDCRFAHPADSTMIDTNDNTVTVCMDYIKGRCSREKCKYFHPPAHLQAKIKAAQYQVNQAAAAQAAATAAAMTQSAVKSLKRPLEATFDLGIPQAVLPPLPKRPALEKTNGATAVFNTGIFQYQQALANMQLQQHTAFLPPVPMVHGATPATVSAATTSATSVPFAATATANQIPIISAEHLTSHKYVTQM
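His-tagged MBNL1 binding to biotinylated (CUG)12 RNA was measured by TR-FRET using terbium anti-His antibody (0.055 ng/ul final) and streptavidin-XL665 (5 nM final). Compounds were titrated 92 nM to 58 uM; 60 min at room temperature.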
RORgamma inh: qHTS for inhibitors of ROR gamma transcriptional activity; Nuclear receptor ROR-gamma (Mus musculus), P51450; actives 5.4% (n = 310,000); AID 2551, 2010; Potency, µM (highest dose often 53.6 µM), for inactives: at the highest dose activity change, negative = inhibition, most hits filed as inhibitors; Drosophila S2 Gal4-RORgamma UAS-luciferase reporter, 20 h; note: % is set by controls: 0 for no effect and ±100 for the full control effect; nearly all actives have a fitted effect of over 60% in size
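Compounds are pin-transferred onto Drosophila Schneider cells expressing a copper-inducible Gal4–ROR gamma transactivation domain fusion. After 1 hr, copper sulfate is added to 700 uM final; luciferase is read 20 hr later.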
uPA surface inh: qHTS for Inhibitors of Cell Surface uPA Generation; cell surface uPA generation assay, qHTS; Potency, µM (series often up to 38.3 µM), for the others: at the top dose activity change, negative = inhibition, most hits filed as inhibitors; actives 0.31% (n = 330,000); active = well fitted inhibition curve with a large enough effect; inconclusive = small, poorly fitted or top-dose-only effect; inactive = no such curve, though single readings can be large or run the other way; tested in mouse RAW 264.7 cells; note: % is set by controls: 0 for no effect and ±100 for the full control effect; nearly all actives have a fitted effect of over 55% in size
The depositor's hits bear a star; ? = inconclusive; . = no result given; & = joins results of further samples; [ ] = dose if it differs, or a comment. Unless noted, calls come from the whole dose curve; as a rule, active = well fitted curve in the direction sought with a large enough effect; inconclusive = small, poorly fitted or top-dose-only effect, or another doubt; inactive = no such curve, though single readings can be large; an effect the other way counts as inactive or inconclusive. Potency is the fitted concentration of half-maximal effect.

smiles,ELG1 genotox,p53 reactivator,FLuc counter,Gal4-VP16 FLuc,Rab9 prom act,NPC1 prom act,BRCA1 expr up,MBNL1 CUG block,RORgamma inh,uPA surface inh
Cc1c(C(=O)N2CCC2)oc2c(F)cccc12,1%,-2%,.,.,.,.,0%,.,.,0%
CCN(CC)CCN(C(=O)C1CCCCC1)c1nc2cc3c(cc2s1)OCO3,-12%,5%,3%,-17%,0%,-3%,0%,-5%,-1%,-13%
Cc1c(C(=O)N2CCOCC2)[nH]c2ccc(OCc3ccccc3)cc12,-5%,-6%,?,?,-7%,7%,-4%,-5%,39%,2%
CCn1c2ccccc2c2cc(C3C(C#N)=C(C)NC(C)=C3C#N)ccc21,-1%,13%,-1%,-8%,6%,5%,-30%,-3%,7%,19%
COc1ccc(/C=N/OCC(=O)NCC(C)C)c(OC)c1,0%,-1%,3%,2%,-1%,-6%,-6%,1%,-8%,4%
Cc1cc(-c2nnc(-c3cc4ccccc4oc3=O)o2)c(C)n1-c1ccccc1,?,?,6.7µM*,?,21%,24%,25%,?,35%,.
O=C(NCc1cccs1)C1CCCN1C(=O)Nc1cccc(Cl)c1 (stereo not drawn),0%,-2%,-3%,1%,-4%,-6%,0%,-3%,-9%,-2%
CN1C(=O)/C(=C/c2ccccc2F)Sc2ccc(C(=O)N3CCCC3)cc21,-11%,-4%,?,-2%,-1%,0%,2%,?,-17%,3%

New compounds follow
smiles,ELG1 genotox,p53 reactivator,FLuc counter,Gal4-VP16 FLuc,Rab9 prom act,NPC1 prom act,BRCA1 expr up,MBNL1 CUG block,RORgamma inh,uPA surface inh
C=CCNS(=O)(=O)c1cc2c3c(c1)CCN3C(=O)CC2,0%,-3%,2%,-3%,3%,2%,25%,-3%,-17%,2%
Cc1ccc(S(=O)(=O)Nc2cccc(C(=O)NCc3ccc(S(N)(=O)=O)cc3)c2)cc1,-4%,-2%,3%,-12%,1%,0%,10%,-6%,?,4%
Cc1ccc2c(c1)c1c(n2CC(O)Cn2c(C)nc3ccccc32)CCCC1 (stereo not drawn),-1%,1%,2%,-24%,0%,-1%,-14%,-2%,1.6µM*,4%
CCOc1cc(/C=C/c2cc(C(F)(F)F)[nH]c(=O)n2)ccc1O,-3%,-4%,?,-8%,-7%,-7%,-50%,-14%,-40%,-14%
CCOC(=O)c1c(NC(=O)N/N=C/c2ccc(O)c(OC)c2)sc(C(C)=O)c1C,-6%,4%,?,-3%,-40%[inhibitor],-26%,.,-3%,-18%,.
O=c1oc(Nc2cccc(F)c2)nc2ccccc12,18µM*,15%,?,-16%,2.2µM*,2.2µM*,?,-2%,-39%,-9%
Cc1cc(O)c2c(C)c(CC(=O)N3CCN(C(=O)C4COc5ccccc5O4)CC3)c(=O)oc2c1 (stereo not drawn),?,0%,5%,13%,-2%,-1%,-6%,21%,4%,-6%
CCc1ccc(C(=O)NNc2cc(Cl)ccc2Cl)cc1,0%,2%,?,5%,-4%,-4%,-17%,.,24%,?

The list goes on.
smiles,ELG1 genotox,p53 reactivator,FLuc counter,Gal4-VP16 FLuc,Rab9 prom act,NPC1 prom act,BRCA1 expr up,MBNL1 CUG block,RORgamma inh,uPA surface inh
CCn1c(=O)c(C(=O)Nc2ccccn2)c(O)c2ccccc21,-6%,1%,6%,2%,-1%,9%,-42%,6%,2%,0%
CC1(C)Cc2c(sc3c2c(=N)n(Cc2ccco2)c(=O)n3CC(=O)Nc2ccccc2)CO1,2%,-1%,-6%,-3%,-1%,5%,-26%,-1%,22%,-6%
O=C(c1cc2c(s1)CCC2)N1C(=O)c2ccccc2S1(=O)=O,1%,2%,-10%,2%,-6%,-1%,-14%,-9%,0%,7%
Cc1cc(C)c(NC(=O)OCCN2CCOCC2)c(C)c1,2%,-2%,3%,-6%,-3%,2%,-9%,-4%,0%[10 µM],-1%
Cc1c(NC(=O)NC(=O)c2ccc(F)cc2)c(=O)n(-c2ccccc2)n1C,-3%,-3%,-2%,-3%,-1%,3%,-21%,2%,21%,9%
O=c1[nH]c2c(Br)cnc([N+](=O)[O-])c2[nH]1,-2%,1%,6%,4%,-2%,0%,-22%,?,6%,2%
CCC(=C/c1sc2ccc3ccccc3c2[n+]1C)/C=C1\Sc2ccc3ccccc3c2N1C,-10%,.,?,1µM*,-47%[inhibitor],-39%[inhibitor],-61%,?,?,-16%
Cc1cccc(C(=O)NC2CC3CCCC(C2)N3Cc2ccccc2)c1 (stereo not drawn),-3%,.,0%,-19%,2%,1%,-4%,-2%,-7%,0%

Next structures follow:
smiles,ELG1 genotox,p53 reactivator,FLuc counter,Gal4-VP16 FLuc,Rab9 prom act,NPC1 prom act,BRCA1 expr up,MBNL1 CUG block,RORgamma inh,uPA surface inh
COc1ccc(CC(=O)Nc2ccc(-c3csc(C)n3)cc2)cc1,2%,-1%,-6%,12%,1%,1%,23%,1%,-3%,4%
Cc1ccc(NC(=O)CSCC(=O)Nc2nnc(C3CC3)s2)cc1,11%,4%,-25%,.,-3%,0%,-5%,.,.,-2%
COC(=O)C(N)Cc1ccc(OC)c([N+](=O)[O-])c1 (stereo not drawn),1%,-2%,-1%,0%,3%,1%,-7%,.,0%,4%
COC(=O)N1CCN(c2ccc(C)c(C)c2)CC1,15%,9%,-3%,23%,21%,2%,.,.,8%,.
C=CCOC(=O)C1=C(C)NC(SCC(=O)Nc2ccccc2)=C(C#N)C1c1ccco1 (stereo not drawn),-9%,-75%[inhibitor],-3%,?,-7%,0%,-24%,8%,-12%,0%
CC(C)(C)c1nc2c(C#N)c(-c3ccc(Cl)cc3)ccn2n1,-6%,29%,?,1%,10%,8%,-12%,?,16%,-1%
CC(C)C(=O)N1CCC(n2nccc2NC(=O)CCOc2ccccc2)CC1,-6%,15%,-13%,-5%,6%,1%,19%,-4%,5%,1%
CCc1nn(CC(=O)N2CCN(Cc3ccc4c(c3)OCO4)CC2)c(=O)c2cc3occc3n12,-9%,-12%,5%,-4%,-1%,-6%,-25%,-7%,-18%,1%

Part of the list above, with two lines to a compound:
Second line of a record: ELG1 genotox	p53 reactivator	FLuc counter	Gal4-VP16 FLuc	Rab9 prom act	NPC1 prom act	BRCA1 expr up	MBNL1 CUG block	RORgamma inh	uPA surface inh
COc1ccc(CC(=O)Nc2ccc(-c3csc(C)n3)cc2)cc1
    2%	-1%	-6%	12%	1%	1%	23%	1%	-3%	4%
Cc1ccc(NC(=O)CSCC(=O)Nc2nnc(C3CC3)s2)cc1
    11%	4%	-25%	.	-3%	0%	-5%	.	.	-2%
COC(=O)C(N)Cc1ccc(OC)c([N+](=O)[O-])c1 (stereo not drawn)
    1%	-2%	-1%	0%	3%	1%	-7%	.	0%	4%
COC(=O)N1CCN(c2ccc(C)c(C)c2)CC1
    15%	9%	-3%	23%	21%	2%	.	.	8%	.
C=CCOC(=O)C1=C(C)NC(SCC(=O)Nc2ccccc2)=C(C#N)C1c1ccco1 (stereo not drawn)
    -9%	-75%[inhibitor]	-3%	?	-7%	0%	-24%	8%	-12%	0%
CC(C)(C)c1nc2c(C#N)c(-c3ccc(Cl)cc3)ccn2n1
    -6%	29%	?	1%	10%	8%	-12%	?	16%	-1%
CC(C)C(=O)N1CCC(n2nccc2NC(=O)CCOc2ccccc2)CC1
    -6%	15%	-13%	-5%	6%	1%	19%	-4%	5%	1%

Other compounds follow.
smiles,ELG1 genotox,p53 reactivator,FLuc counter,Gal4-VP16 FLuc,Rab9 prom act,NPC1 prom act,BRCA1 expr up,MBNL1 CUG block,RORgamma inh,uPA surface inh
CS(=O)(=O)N1CCC(C(=O)N2CCN(c3ccccc3)CC2)CC1,21%,-2%,-2%,-10%,-4%,0%,10%,-5%,21%,-3%
Cc1cc(N=Nc2ccc(C)c(N=Nc3cc(C)c(N)cc3N)c2)c(N)cc1N,2.3µM*,16%,0.54µM*,-14%,2.8µM*,2.8µM*,-37%&1%,?,-37%,?
COc1ccc(-c2nc3c4c(ncn3n2)-c2ccccc2CC42CCCC2)cc1,-7%,-4%,7%,-14%,-7%,-4%,-2%,-5%,-6%,2%
O=C(COc1ccc(F)cc1)NCCN1CCCC1,2%,.,-1%,8%,-7%,-1%,0%,-5%,-9%,-3%
C=CCNC(=O)Nc1ccc(Cl)cn1,4%,3%,?,-2%,-10%,-4%,19%,-2%,17%,3%
Cc1[nH]c(C)c(S(=O)(=O)N2CCN(c3ccccc3)CC2)c1C(=O)N1CCCCC1,0%,-2%,3%,5%,-13%,0%,-4%,1%,-8%,-7%
COc1nc(Nc2ccc([N+](=O)[O-])cc2)nc(NC2CCCCC2)n1,-9%,-4%,-4%,-19%,-2%,-8%,3%,-2%,39%,-13%
Cc1ccc2c(c1)c1c3n2CCCN(Cc2ccccc2)C3CCC1 (stereo not drawn),-4%,-2%,-5%,2%,-4%,2%,-79%,-4%,1%,.
CC(=O)Nc1cccc(NC(=O)CSc2ccc(C(F)(F)F)cc2[N+](=O)[O-])c1,2%,10%,?,10%,-1%,0%,5%,3%,-33%,7%
